# Screening results: PubChem BioAssay, several laboratories
# DAGLB inh: DAGLB lipase inhibitors, primary screen, biochemical, fluorescence, HTS | 340,000 tested, 0.059% active | HEK293T DAGLB membrane lysate, EnzChek fluorogenic substrate | inhibition, % at 5.17 µM | Diacylglycerol lipase-beta (Homo sapiens), Q8NCG7; in the data active = inhibition above about 34%;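 note: 0% = enzyme with vehicle and 100% = wells lacking enzyme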
# CAL PDZ FP-1: untagged CAL PDZ binding inhibitors, primary screen, biochemical, fluorescence polarization, HTS; Golgi-associated PDZ and coiled-coil motif-containing protein (Homo sapiens), Q9HD26; inhibition, % at 24.9 µM; AID 602252, 2012; 300,000 tested, 0.92% active; purified CAL PDZ, TMR-peptide fluorescence polarization, 1 h;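 active = mean inhibition of at least 30% with at least half of replicates also reaching 30%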;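 note: 0% = DMSO neutral control and 100% = excess unlabeled competitor peptide PRC23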
# Pemphigus Ab inh: inhibitors of pemphigus antibody binding to DSG3, primary screen, biochemical, bead-based, flow cytometry, scFv-GFP | Desmoglein-3 (Homo sapiens), P32926 | DSG3-coupled beads, scFv-anti-DSG3-GFP binding; stronger effect = lower value | binding (percent of control), % at 10 µM | 310,000 tested, 0.48% active;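 active = binding more than 3 SD below its plate's average and above zero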;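 note: hits lower antibody fragment binding to DSG3; some compounds called inactive have numbers as strong as hits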
# Keap1-Nrf2 PPI: Keap1-Nrf2 protein-protein interaction inhibitors, primary screen, biochemical, fluorescence polarization, single point; 340,000 tested, 0.15% active; inhibition, % at 9.4 µM; Kelch-like ECH-associated protein 1 (Homo sapiens), Q14145; Keap1 Kelch-Nrf2 peptide fluorescence polarization, 1536-well; AID 504523, 2011; in the data active = inhibition above about 12%;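 note: human Keap1 Kelch domain with fluorescein labeled Nrf2 9mer peptide probe; 0% = neutral control wells and 100% = peptide positive control; higher means more block of Keap1 binding to Nrf2 peptide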
# Arr AP2 block: inhibitors of beta-arrestin/AP2 binding, primary screen, biochemical, GPCR trafficking, flow cytometry | beta-arrestin 1 C-terminal peptide binding to AP2 beta2-adaptin appendage (human) | FITC-arrestin peptide / GST-AP2 beads; AP2 beta2 appendage carries R879A mutation | inhibition, % at 10 µM | 340,000 tested, 0.31% active | AID 504490, 2011;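 active = inhibition above a set limit, near 3 SD of compounds lacking own fluorescence, cut at about 54% in these data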;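 note: plate controls were DMSO wells for no effect and 5 µM unlabelled arrestin peptide for full effect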
#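 System: GST-AP2 R879A glutathione beads. Medium: PBS with 0.05% Tween 20 and 0.1% BSA. Also added: FITC-arrestin peptide, 50 nM. Incubation: 12 min plus 1 h, RT. Measured by: high-throughput flow cytometry of beads, ex 488, em 535 nm. Evaluation: percent drop in bead-associated FITC signal.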
# V-ATPase pHluor: regulators of yeast V-ATPase proton pumping, primary screen, pHLuorin cytosolic pH fluorescence. S. cerevisiae. response, % at 10 µM. 350,000 tested, 0.37% active. AID 504577, 2011; in the data active = response mostly above about 7.3%, no sharp cut-off; inactive = mostly below about 5.4%; note: actives read high; inactives centre near 0; some compounds called inactive have numbers as strong as hits; reference of the scale not given here
# CAL PDZ FP-2: CAL PDZ peptide-binding inhibitors, primary screen, biochemical, fluorescence polarization, Cer-tagged CAL PDZ, HTS. purified CAL PDZ, TMR-peptide fluorescence polarization, 1 h. AID 504414, 2011. inhibition, % at 20 µM. Golgi-associated PDZ and coiled-coil motif-containing protein (Homo sapiens), Q9HD26. 330,000 tested, 0.02% active;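 active = highest replicate inhibition of at least 40%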;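 note: plate controls were DMSO neutral control wells for no effect and unlabeled competitor peptide control wells for full effect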
#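 System: purified tagged CAL PDZ domain construct (CerCALP). Schedule: 1 h incubation at room temperature before polarization reading. Medium: 25 mM sodium phosphate pH 7.4, 150 mM NaCl, TCEP, IgG, Thesit. Read-out: percent inhibition from loss of millipolarization. Measured by: FP readout, S and P plane fluorescence. Probe or stimulus: fluorescent TMR peptide probe.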
# C-LANA FP: inhibitors of KSHV C-LANA binding to DNA, primary screen, biochemical, fluorescence polarization, FAM-LBS DNA, MBP-C-LANA, single point. Kaposi's sarcoma herpesvirus LANA C-terminal domain (residues 932-1162) DNA binding. inhibition, % at 9 µM. 340,000 tested, 0.078% active. AID 504423, 2011;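 active = highest replicate inhibition at or above 60% at 9 µM, even if other replicates fall short; inactive = all replicates below 60% inhibition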;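 note: 0% = neutral control wells and 100% = 4 µM acridine orange control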
# RTF Ca sens inh: cardiac RTF calcium sensitivity inhibitors, primary screen, biochemical, IANBD-TnC fluorescence, EC70 calcium | Troponin I, cardiac muscle (Homo sapiens) + Troponin T, cardiac muscle (Homo sapiens) + … | IANBD-labeled cardiac RTF, Ca2+ fluorescence | inhibition, % at 7.15 µM | 340,000 tested, 0.12% active | AID 493244, 2011;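 active = inhibition above the mean inhibition of all tested compounds plus 3 SD, cut at about 17% in these data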;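 note: assay run at fixed EC70 calcium of 1.6 mM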
# NSD2 HMT inh: NSD2 histone methyltransferase inhibitors, primary screen, biochemical, AlphaScreen, single concentration, set 2 | 310,000 tested, 0.54% active | Histone-lysine N-methyltransferase NSD2 (Homo sapiens), O96028 | inhibition, % at 12.5 µM | NSD2 peptide methylation, 120 min; in the data active = inhibition above about 50%
# Target sequence (O96028 whole entry, looked up): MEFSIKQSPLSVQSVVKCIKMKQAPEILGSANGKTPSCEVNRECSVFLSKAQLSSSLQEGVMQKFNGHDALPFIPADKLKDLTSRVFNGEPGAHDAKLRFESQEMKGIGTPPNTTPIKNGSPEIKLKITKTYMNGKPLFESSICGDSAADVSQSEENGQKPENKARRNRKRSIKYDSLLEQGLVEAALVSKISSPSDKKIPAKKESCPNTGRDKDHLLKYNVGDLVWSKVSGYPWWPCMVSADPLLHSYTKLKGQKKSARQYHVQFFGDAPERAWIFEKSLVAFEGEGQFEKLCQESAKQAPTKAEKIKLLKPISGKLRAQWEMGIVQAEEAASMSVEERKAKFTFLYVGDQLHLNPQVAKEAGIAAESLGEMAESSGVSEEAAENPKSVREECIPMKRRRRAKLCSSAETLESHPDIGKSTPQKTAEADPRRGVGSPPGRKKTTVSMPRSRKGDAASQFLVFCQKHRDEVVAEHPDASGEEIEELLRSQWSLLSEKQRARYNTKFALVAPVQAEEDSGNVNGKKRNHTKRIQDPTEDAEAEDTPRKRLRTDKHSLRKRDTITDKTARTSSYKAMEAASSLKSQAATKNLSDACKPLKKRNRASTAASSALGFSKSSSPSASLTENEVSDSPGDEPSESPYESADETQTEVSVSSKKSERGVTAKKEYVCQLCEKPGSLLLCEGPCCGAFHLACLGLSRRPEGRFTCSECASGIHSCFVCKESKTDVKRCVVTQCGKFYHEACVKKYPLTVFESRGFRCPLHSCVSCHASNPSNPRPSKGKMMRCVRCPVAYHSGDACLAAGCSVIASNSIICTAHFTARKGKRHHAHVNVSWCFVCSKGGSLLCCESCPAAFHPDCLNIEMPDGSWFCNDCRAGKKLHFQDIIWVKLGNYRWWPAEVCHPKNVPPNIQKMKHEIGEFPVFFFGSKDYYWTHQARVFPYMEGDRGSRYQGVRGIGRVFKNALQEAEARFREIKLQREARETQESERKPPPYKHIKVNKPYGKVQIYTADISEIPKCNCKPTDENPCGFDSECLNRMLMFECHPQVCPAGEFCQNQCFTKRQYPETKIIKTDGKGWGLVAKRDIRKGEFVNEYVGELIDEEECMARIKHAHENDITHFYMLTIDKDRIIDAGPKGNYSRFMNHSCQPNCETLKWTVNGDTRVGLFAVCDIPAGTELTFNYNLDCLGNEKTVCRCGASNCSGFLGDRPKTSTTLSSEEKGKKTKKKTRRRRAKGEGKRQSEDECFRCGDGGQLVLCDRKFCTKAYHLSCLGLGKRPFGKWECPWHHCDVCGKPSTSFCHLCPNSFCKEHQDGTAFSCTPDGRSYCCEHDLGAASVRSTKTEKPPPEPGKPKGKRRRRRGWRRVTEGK
# The depositor's hits bear a star; . = no result given.
Pemphigus Ab inh	Keap1-Nrf2 PPI	CAL PDZ FP-2	Structure	DAGLB inh	CAL PDZ FP-1	RTF Ca sens inh	C-LANA FP	NSD2 HMT inh	Arr AP2 block	V-ATPase pHluor
.	-1	0.1	O=C(Nc1ccc(F)cc1F)c1cc2n(n1)C(C(F)(F)F)C1CCCCC1N2 (configuration not stated)	-9	-2	-1	0.6	0	16	-1
107	-5	0.3	O=c1n(Cc2ccc(F)cc2)nc2n1-c1ccccc1SC2	-2	-12	-12	1.0	-4	-9	-1
.	0	-1.8	Cc1ccc(N/C=C2\C(=O)N(c3ccc(F)cc3F)C(c3cccnc3)S2(=O)=O)cc1 (configuration not stated)	1	7	2	0.1	-1	11	-1
102	-5	-0.5	CCOc1cc(/C=C2/C(=O)ON=C2C)ccc1OCc1ccc(F)cc1	2	-1	4	-1.8	-2	44	-30
.	-6	-3.8	O=C(CN(C(=O)Cn1nnc(-c2cccs2)n1)c1ccc2c(c1)OCCO2)NCC1CCCO1 (configuration not stated)	2	0	-10	-1.5	.	-5	-2
89	-4	-1.6	CCCN(N=Nc1cccc([N+](=O)[O-])c1)c1cccc([N+](=O)[O-])c1	-6	-7	-16	2.1	-1	2	-3
86	-5	-0.4	C/C=C/C=C\C(=O)Nc1cccc(C2=NOC3(C2)C[C@@H](C(N)=O)N(C(=O)/C(C)=C/C)C3)c1 (some centres not stated)	1	-5	8	-0.5	.	2	2
101	3	-0.3	Cc1cccc(N2CCN(c3ccc4cc(S(=O)(=O)N5CCCCC5)ccc4n3)CC2)c1C	-3	.	-1	2.4	-2	2	0
100	-2	-1.4	O=C(CNCCN1CCOCC1)Nc1ccccc1Sc1ccccc1	0	0	0	1.2	2	5	0
97	1	-0.1	CCCn1nc(C(=O)OCC(=O)c2ccccc2)c2ccccc2c1=O	-5	-2	-28	1.0	-4	9	0
98	-5	-1.0	O=C(CCSc1ccc(Cl)cc1)N1CCCCCC1	-7	-4	-6	-0.4	-2	12	1
99	-5	-4.9	COc1ccccc1-c1cc(C(=O)NCCc2ccccc2)no1	-19	-6	0	1.0	-3	13	13*
102	3	-1.1	O=C(c1ccccc1-c1ccccc1)N1CCN(c2ccccn2)CC1	-3	.	0	0.7	2	5	2
.	-4	-0.5	CCOC(=O)c1ccc(S(=O)(=O)N2CCN(C/C=C/c3ccccc3)CC2)cc1	-7	4	-8	2.8	0	-7	0
100	2	-2.3	CCOC(=O)N1CCN(C(=O)c2ccccc2NC(=O)c2ccc(Br)cc2)CC1	-4	2	-6	0.9	0	-1	-5
105	-5	-1.7	COc1cc(OC)c2ccc(=O)oc2c1C(CCN1CCCC1)c1ccc(N(C)C)cc1 (configuration not stated)	3	-10	0	-0.2	.	3	1
92	0	1.7	CCOc1cc(C=O)ccc1OCc1cc(=O)n2cc(C)ccc2n1	-3	0	2	-0.6	0	3	-2
105	-2	-0.2	O=Cc1ccc(Oc2cccc(C(F)(F)F)c2)nc1	1	2	-6	-2.1	-1	9	0
99	0	-1.3	CC(C)Cc1nc2sc3c(SCC(N)=O)ncnc3c2c2c1CCC2	-4	.	-11	-3.4	3	22	0
83	-5	-1.7	CCOC(=O)c1c(NC(=O)C2COc3ccccc3O2)sc(C(C)=O)c1C (configuration not stated)	-5	-1	-1	0.7	16	-4	-4
94	-2	-2.3	CC(NC(=O)CCc1nnc(-c2ccccc2)o1)c1ccccc1 (configuration not stated)	-4	-2	-4	1.6	-8	-5	-1
105	0	-3.7	CN(C)S(=O)(=O)c1ccc(NC(=O)/C=C/c2ccccc2Cl)cc1	2	-5	-4	1.2	-1	7	-2
97	-4	.	CCOc1cc(/C=N\NC(=O)OC(C)(C)C)ccc1OC(=O)c1ccco1	-3	4	0	-1.5	1	3	-2
106	6	-0.9	COc1ccc(C(=S)N2CCCC2)cc1C	4	1	2	3.0	.	3	4
105	1	-0.8	CC(C)NC(=O)CN1CCC(c2nc3ccccc3[nH]2)CC1	2	-1	-12	2.3	-3	1	-3
107	-2	-0.9	CC1C=Cc2ccccc2N1C(=O)c1ccccc1 (configuration not stated)	-2	-1	1	-11	3	33	-14
106	-2	-3.1	CC(NC(=O)COC(=O)c1cc(=O)[nH]c2ccccc12)c1ccccc1 (configuration not stated)	-1	-3	-3	-0.7	-4	12	1
107	2	-2.1	N#Cc1c2c(c(-c3ccco3)[nH]c1=O)CCCC2	0	-5	-1	0.5	12	9	-5
104	0	-1.9	O=S(=O)(/N=C(/c1ccccc1Cl)N1CCOCC1)c1ccccc1	-3	-2	-13	0.3	1	3	0
96	-2	-2.1	O=C(NNC(=O)C1CCN(c2ncccn2)CC1)c1ccc(F)cc1	0	0	2	-0.9	1	-7	-2

# For reference, ten of the compounds above:
Pemphigus Ab inh	Keap1-Nrf2 PPI	CAL PDZ FP-2	Structure	DAGLB inh	CAL PDZ FP-1	RTF Ca sens inh	C-LANA FP	NSD2 HMT inh	Arr AP2 block	V-ATPase pHluor
105	-5	-1.7	COc1cc(OC)c2ccc(=O)oc2c1C(CCN1CCCC1)c1ccc(N(C)C)cc1 (configuration not stated)	3	-10	0	-0.2	.	3	1
92	0	1.7	CCOc1cc(C=O)ccc1OCc1cc(=O)n2cc(C)ccc2n1	-3	0	2	-0.6	0	3	-2
105	-2	-0.2	O=Cc1ccc(Oc2cccc(C(F)(F)F)c2)nc1	1	2	-6	-2.1	-1	9	0
99	0	-1.3	CC(C)Cc1nc2sc3c(SCC(N)=O)ncnc3c2c2c1CCC2	-4	.	-11	-3.4	3	22	0
83	-5	-1.7	CCOC(=O)c1c(NC(=O)C2COc3ccccc3O2)sc(C(C)=O)c1C (configuration not stated)	-5	-1	-1	0.7	16	-4	-4
94	-2	-2.3	CC(NC(=O)CCc1nnc(-c2ccccc2)o1)c1ccccc1 (configuration not stated)	-4	-2	-4	1.6	-8	-5	-1
105	0	-3.7	CN(C)S(=O)(=O)c1ccc(NC(=O)/C=C/c2ccccc2Cl)cc1	2	-5	-4	1.2	-1	7	-2
97	-4	.	CCOc1cc(/C=N\NC(=O)OC(C)(C)C)ccc1OC(=O)c1ccco1	-3	4	0	-1.5	1	3	-2
106	6	-0.9	COc1ccc(C(=S)N2CCCC2)cc1C	4	1	2	3.0	.	3	4
105	1	-0.8	CC(C)NC(=O)CN1CCC(c2nc3ccccc3[nH]2)CC1	2	-1	-12	2.3	-3	1	-3

# New compounds follow:
Pemphigus Ab inh	Keap1-Nrf2 PPI	CAL PDZ FP-2	Structure	DAGLB inh	CAL PDZ FP-1	RTF Ca sens inh	C-LANA FP	NSD2 HMT inh	Arr AP2 block	V-ATPase pHluor
.	-2	-5.1	O=C1/C(=C\c2ccc(Br)o2)SC(=Nc2ccccc2)N1c1ccccc1	-10	.	-10	-1.2	-5	-8	3
92	4	-0.4	C/C=C(\C)C(=O)Nc1cccc(C2=NOC3(C2)C[C@@H](C(N)=O)N(C(=O)/C(C)=C/C)C3)c1 (some centres not stated)	1	-1	3	2.0	.	5	1
118	1	-2.8	COc1ccc(C)cc1N(CC(=O)N1CCCCCC1)S(=O)(=O)c1ccccc1	0	-6	-1	-0.3	0	1	1
111	-4	-1.6	O=C(CN(C(=O)C1CSC(=O)C1)c1cccc(F)c1)NCc1ccc2c(c1)OCO2 (configuration not stated)	-3	-2	-8	-1.3	-1	-7	7
.	1	-2.2	COc1ccc(-c2cc(C(=O)NN3CCOCC3)c3ccccc3n2)cc1OC	0	-3	2	-0.9	-3	42	-3
.	3	-1.0	O=S(=O)(Nc1ccccc1)c1cccc2nonc12	0	.	-2	3.2	-2	-1	0
103	0	-1.1	CC(C)(C)OC(=O)C[C@@H]1C/C=C\C[C@@H](CC(=O)NCCO)C(=O)NC[C@@H](c2ccccc2)OC1=O	0	0	-2	2.3	.	-7	0
97	-5	-0.4	CCCCN1CCC(=O)C(C(=O)OCC)=C1C(=O)OCC	1	-5	-2	0.6	.	-1	3
100	-3	-0.1	Cc1c(CN2CCc3c([nH]c4ccccc34)C2CC(C)C)cnn1C (configuration not stated)	0	0	7	-1.5	-1	34	-2
121	-3	-2.0	COc1ccc(S(=O)(=O)N[C@@H](CC(C)C)C(=O)O)cc1	0	1	-15	-1.0	-1	-4	2
99	.	.	CCOc1ccc(NC(=O)COC(=O)C2COc3ccccc3O2)cc1 (configuration not stated)	-3	.	.	.	-1	.	3
101	1	-0.6	CC1CCCC(C)N1C(=O)CSc1nccc(=O)[nH]1 (configuration not stated)	-2	-4	-4	-3.2	0	10	4
100	.	.	N=c1c2c3c(sc2ncn1Nc1ccccc1)CCC3	.	.	.	.	0	43	-1
105	1	-0.1	O=C(N/N=C\c1ccc(Cl)s1)C1COc2ccccc2O1 (configuration not stated)	-3	.	-7	-0.3	-1	-9	0
109	-6	1.9	CC(=O)Nc1ccc(C(=S)NCC2(N(C)C)CCCCC2)cc1	-2	-4	-19	1.7	2	-15	-2
100	0	0.3	O=C(Nc1ncccc1O)c1cccc(S(=O)(=O)NCc2ccccc2)c1	0	0	-8	-0.1	2	0	4
109	4	-0.3	CCN(C[C@H]1N[C@@](C)(C(=O)OC)[C@H]2C(=O)N(C)C(=O)[C@@H]12)C(=O)c1ccc(C(C)(C)C)cc1	-2	-2	-4	-0.3	.	36	2

# These rows are one share of the data; rates above refer to the full screens.
